Screening results from PubChem BioAssay.
COUP-TFII inh: blocks human COUP-TFII nuclear receptor | HEK293T NGFI-A luciferase reporter, luminescence | inhibition, % at 8.6 µM | hit rate 0.7% among 370,000 | P24468;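 active means inhibition above a per-plate cutoff, mean inhibition of test wells between control levels plus 3 SD, cut at about 38% in these data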;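 further: cells cotransfected with COUP-TFII expression vector driving the NGFI-A reporter; 0% = median of COUP-TF2 test wells and 100% = reporter-only cells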
Target sequence (P24468 whole entry, looked up): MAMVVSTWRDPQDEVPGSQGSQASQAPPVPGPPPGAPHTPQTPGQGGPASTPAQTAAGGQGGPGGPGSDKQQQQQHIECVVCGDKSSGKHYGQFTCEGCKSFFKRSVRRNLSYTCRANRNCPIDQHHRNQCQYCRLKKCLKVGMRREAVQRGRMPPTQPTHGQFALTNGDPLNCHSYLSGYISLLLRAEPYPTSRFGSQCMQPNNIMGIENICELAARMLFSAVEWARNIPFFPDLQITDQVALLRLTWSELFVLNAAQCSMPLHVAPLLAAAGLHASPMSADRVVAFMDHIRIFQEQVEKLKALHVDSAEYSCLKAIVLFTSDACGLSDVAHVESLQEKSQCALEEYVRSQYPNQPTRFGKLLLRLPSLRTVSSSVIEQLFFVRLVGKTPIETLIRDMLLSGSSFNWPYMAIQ
NCOA1 inh: human NCOA1 inhibition. Q15788. HEK293 GAL4-SRC1 luciferase reporter, luminescence. inhibition, % at 3.6 µM. hit rate 0.12% among 360,000. AID 588354;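 active means inhibition above the campaign mean plus 3 SD, with each screening campaign given its own cutoff, cut at about 60% in these data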;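 further: 0% = DMSO treated cells and 100% = gossypol at 36 µM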
TWEAK Fn14 block: inhibitors of TWEAK-Fn14 interaction signaling; inhibition, % at 10 µM; TWEAK-stimulated Fn14 reporter cells, luciferase luminescence, 8 h; hit rate 2% among 360,000; AID 1159606; in the data active means inhibition above about 50%
CF NFkB block: blocks PAF-induced NF-kB reporter in cystic fibrosis cells. KKLEB NF-kB-GFP reporter, GFP fluorescence overnight. inhibition, % at 5 µM. hit rate 0.86% among 360,000;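 active means at least 50% inhibition at 5 µM, scaled per plate between neutral and stimulator controls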;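 further: PAF is a Pseudomonas aeruginosa culture filtrate used as stimulus; plate controls were PAF-stimulated DMSO wells for no effect and unstimulated DMSO wells for full effect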
LRH-1 inv ag: inverse agonists of human LRH-1 (NR5A2). O00482. HEK293T StAR-luciferase reporter, LRH-1 transfected, 24 h. AID 602396. inhibition, % at 3.6 µM. hit rate 0.13% among 360,000;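 active means inhibition above the mean inhibition of all tested compounds plus 3 SD, cut at about 73% in these data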;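 further: 0% = DMSO wells and 100% = reporter-only cells lacking LRH-1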
Target sequence (O00482 whole entry, looked up): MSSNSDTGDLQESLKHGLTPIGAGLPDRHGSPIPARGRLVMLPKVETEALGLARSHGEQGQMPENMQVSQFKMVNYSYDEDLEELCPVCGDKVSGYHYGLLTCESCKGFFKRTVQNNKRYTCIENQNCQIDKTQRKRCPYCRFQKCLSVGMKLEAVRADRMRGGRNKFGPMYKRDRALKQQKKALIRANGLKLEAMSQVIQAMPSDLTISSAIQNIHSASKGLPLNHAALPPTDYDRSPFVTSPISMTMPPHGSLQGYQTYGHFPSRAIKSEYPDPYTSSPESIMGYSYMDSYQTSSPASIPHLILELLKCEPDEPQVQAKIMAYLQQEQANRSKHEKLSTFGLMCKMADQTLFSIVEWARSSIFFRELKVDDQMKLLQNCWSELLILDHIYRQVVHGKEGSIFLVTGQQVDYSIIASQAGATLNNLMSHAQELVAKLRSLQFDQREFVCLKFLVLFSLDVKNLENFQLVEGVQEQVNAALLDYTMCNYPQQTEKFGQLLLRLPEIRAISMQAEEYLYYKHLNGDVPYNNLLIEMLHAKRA
SRC3 inh: inhibits human SRC3 coactivator. inhibition, % at 3.6 µM. Q9Y6Q9. HEK293 GAL4-SRC3 luciferase reporter, luminescence. hit rate 0.17% among 360,000. AID 588352;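 active means inhibition above a per-campaign cutoff, the mean of all compounds plus 3 SD, cut at about 60% in these data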;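 further: 0% = DMSO-treated cells and 100% = gossypol-treated cells at 36 µM; higher means less SRC3-driven luciferase light from the GAL4 reporter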
C8 TRAIL sens: caspase-8 TRAIL sensitization; NB7+C8 cells + TRAIL, ATPlite viability luminescence; inhibition (viability loss, TRAIL sensitization), % at 10 µM; hit rate 1% among 360,000; AID 624354;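 active means compounds causing at least 50% loss of cell viability in the single-dose screen, relative to plate controls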
TROY signal inh: inhibitors of TROY-dependent NF-kB signaling; hit rate 0.98% among 360,000; inhibition, % at 10 µM; Q293 LMP1-TROYcd NF-kB luciferase reporter, 4 h;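 active means compounds whose plate-normalised and pattern-corrected inhibition of the luciferase reporter signal at the single screening dose is 50% or more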
SRC2 inh: human SRC2 (NCOA2) inhibition; Q15596; HEK293 GAL4-SRC2 luciferase reporter, luminescence; inhibition, % at 9 µM; hit rate 0.17% among 370,000;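 active means inhibition above the mean inhibition of all tested compounds plus 3 SD, set per campaign, cut at about 52% in these data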;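 further: 0% = DMSO treated cells and 100% = cells given Gossypol at 36 µM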
KKLEB tox: reduces viability of KKLEB cystic fibrosis airway cells; KKLEB CF airway cells viability, ATPlite luminescence, overnight; stronger effect = lower value; cells stimulated with P. aeruginosa culture filtrate; activity change (cytotoxicity), % at 5 µM; hit rate 0.36% among 360,000;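 active means corrected activity change at or below -50% at 5 µM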
LMP1 NFkB inh: reduces LMP1-driven NF-kappaB luciferase signal | LMP1-induced NF-kappaB luciferase reporter cells, luminescence | inhibition, % at 12.5 µM | hit rate 0.69% among 350,000; in the data active means inhibition above about 41%;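 further: 0% = neutral control wells and 100% = reference inhibitor control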
* hit, by the source's call; . = not tested or not shown.

Every second line gives: COUP-TFII inh | NCOA1 inh | TWEAK Fn14 block | CF NFkB block | LRH-1 inv ag | SRC3 inh | C8 TRAIL sens | TROY signal inh | SRC2 inh | KKLEB tox | LMP1 NFkB inh
> N#C/C(=C/C1=C(N2CCOCC2)C(=C/c2ccccc2)/CC1)C(=O)Nc1ccccc1F
 : -12 | -12 | 4 | -3 | -15 | -11 | 7 | -4 | -72 | -6 | 7
> CC(C)CCn1c(SCCN2CCOCC2)nc2c1c(=O)[nH]c(=O)n2C
 : 10 | -3 | -11 | 3 | 20 | 16 | 0 | -6 | 19 | 9 | -14
> COc1ccc(C(=O)NC2CC2)cc1OC1CCN(Cc2ccc(F)cc2)CC1
 : -18 | -7 | 17 | -3 | -24 | 8 | -11 | -12 | -6 | 2 | 8
> O=C(NC(c1ccc2c(c1)OCO2)c1ccccn1)C1CCN(CCOc2ccc(Cl)cc2Cl)CC1 (stereo unspecified)
 : -1 | -2 | 4 | 20 | 18 | -13 | -16 | 10 | -12 | -21 | .
> Cc1ccnc(NC(=O)CCCc2ccccc2)c1
 : -21 | -77 | -13 | 22 | -106 | -50 | 16 | -103 | -34 | -27 | -9
> COc1cc(C)c(N(C(C)=O)c2ccccc2)c(C)c1
 : -7 | -6 | -9 | 1 | -13 | 5 | 5 | 19 | -6 | 1 | 13
> O=C(CSc1nnc(C2CC2)n1C1CC1)c1ccc(F)c(F)c1
 : -31 | -30 | -6 | -8 | -8 | -5 | 4 | -25 | -26 | -13 | -8
> Cc1c(S(=O)(=O)c2ccccn2)c(N)n(Cc2ccccc2)c1C
 : 0 | 2 | -5 | 1 | -9 | 19 | 0 | 0 | -16 | -4 | .
> COc1ncc(-c2ccc(N3C(c4ccsc4)=Cc4ccccc4C3CC(C)=O)cc2)cn1 (stereo unspecified)
 : -8 | . | 8 | . | -13 | . | 8 | -12 | -23 | . | .
> COCCCNC(=O)CCNS(=O)(=O)c1ccc(C)cc1
 : -10 | -12 | 1 | 5 | 6 | 11 | 4 | 7 | -12 | -15 | 10
> CC(NC(=S)Nc1ccccc1)C1COc2ccccc2O1 (stereo unspecified)
 : 1 | -27 | 18 | -14 | -15 | 6 | -4 | -4 | -4 | 1 | -4
> CCOC(=O)N1CCN(C(=O)C2CCN(S(=O)(=O)CC)CC2)CC1
 : 1 | -6 | -2 | 8 | 2 | -1 | -17 | 12 | 18 | 3 | -3
> Fc1ccc(CSc2nnc(CN3CCOCC3)n2-c2ccccc2)c(Cl)c1
 : 8 | -23 | 22 | -1 | -1 | 8 | 6 | 6 | -7 | -16 | 6
> COC(=O)c1ccc(/C=C(\C#N)c2nc3ccccc3s2)cc1
 : -5 | -48 | -26 | -6 | -17 | 2 | 26 | -73 | -7 | -9 | -3
> Cc1cccc(C(=Cc2ccc([N+](=O)[O-])cc2)C(=O)O)c1
 : 5 | -7 | -18 | 3 | 3 | -23 | -10 | -37 | -27 | 1 | 2

In another format: 2 of the compounds above.
Structure: COc1cc(C)c(N(C(C)=O)c2ccccc2)c(C)c1
  COUP-TFII inh = -7
  NCOA1 inh = -6
  TWEAK Fn14 block = -9
  CF NFkB block = 1
  LRH-1 inv ag = -13
  SRC3 inh = 5
  C8 TRAIL sens = 5
  TROY signal inh = 19
  SRC2 inh = -6
  KKLEB tox = 1
  LMP1 NFkB inh = 13

Structure: O=C(CSc1nnc(C2CC2)n1C1CC1)c1ccc(F)c(F)c1
  COUP-TFII inh = -31
  NCOA1 inh = -30
  TWEAK Fn14 block = -6
  CF NFkB block = -8
  LRH-1 inv ag = -8
  SRC3 inh = -5
  C8 TRAIL sens = 4
  TROY signal inh = -25
  SRC2 inh = -26
  KKLEB tox = -13
  LMP1 NFkB inh = -8

The listing continues:
Every second line gives: COUP-TFII inh | NCOA1 inh | TWEAK Fn14 block | CF NFkB block | LRH-1 inv ag | SRC3 inh | C8 TRAIL sens | TROY signal inh | SRC2 inh | KKLEB tox | LMP1 NFkB inh
> NC(=O)c1cc2cc(Cl)ccc2o/c1=N/NC(=O)c1cccs1
 : -10 | -18 | -17 | -11 | 11 | -31 | -8 | -50 | -34 | -13 | -3
> CCn1cc(C(=O)NCc2cccnc2)c2cc(OC)c(OC)cc2c1=O
 : -3 | -15 | -1 | 4 | 20 | 16 | -3 | 7 | -9 | -7 | -1
> CN(C)C(=O)/C(=C\c1cccc(Oc2ccccc2)c1)NC(=O)c1ccccc1
 : 2 | -4 | 9 | 10 | 0 | 19 | -3 | 0 | 16 | -8 | 0
> C(=C\n1nnc2ccccc21)/c1ccc[nH]1
 : 2 | 8 | 7 | -17 | -3 | 10 | -16 | 15 | -15 | 8 | -2
> C=CCc1ccccc1OCCn1ccnc1
 : 1 | -19 | -5 | 3 | -5 | 16 | -30 | -3 | 0 | -11 | -10
> O=C(O)c1ccc(CNC(=O)c2ccc3c(c2)C(=O)N(Cc2cccnc2)C3=O)cc1
 : -13 | -13 | 6 | -1 | 1 | 15 | 2 | -2 | -15 | 14 | 0
> CCOC(=O)C1=C(Nc2ccc(C)cc2)CC(C)(O)C(C(=O)OCC)C1c1ccccc1 (stereo unspecified)
 : 15 | 3 | 5 | -10 | -3 | -6 | 12 | 25 | -10 | -6 | -1
> COc1ccc(Cl)cc1N1C(=O)C2CCCN2C1c1ccc(F)cc1 (stereo unspecified)
 : -4 | 15 | -7 | 21 | 1 | -27 | -14 | -7 | -39 | -4 | 3
> C=CCO/N=C/C1C(=O)CC(C)(C)CC1=O
 : -6 | -24 | -8 | 4 | 1 | 0 | -5 | 3 | 6 | 9 | -10
> Cc1cc(C)c(C)c(OCC(=O)O/N=C(\N)c2ccccn2)c1
 : -6 | -4 | -31 | 1 | -38 | 0 | 2 | -37 | -33 | 8 | -12
> O=c1c(-c2cccc([N+](=O)[O-])c2)[n+]([O-])c2ccccc2n1O
 : 29 | 6 | 14 | -1 | 1 | 3 | -5 | -9 | 28 | 16 | 3
> COC(=O)CSc1nnc(-c2ccc(NS(=O)(=O)c3ccccc3)cc2)o1
 : -10 | -11 | 8 | -5 | 1 | -11 | 4 | -3 | -10 | 11 | -3
> COc1ccc(-c2cc(C(F)(F)F)n3nc(C(=O)NCc4ccco4)c(Cl)c3n2)cc1
 : 14 | -6 | -5 | 23 | -15 | 7 | 9 | 5 | 14 | -11 | -5
> CCOC(=O)C1C(C#N)=C(N)OC(C)=C1c1ccncc1 (stereo unspecified)
 : -16 | 11 | -1 | 1 | 6 | 12 | -5 | 0 | -12 | -6 | 4
> CCOC(=O)Cc1csc(NC(=O)c2cnc3scc(C)n3c2=O)n1
 : 14 | -14 | 4 | -10 | 4 | -1 | -14 | -9 | -19 | 5 | 4

Other entries follow:
Assay codes: A = COUP-TFII inh; B = NCOA1 inh; C = TWEAK Fn14 block; D = CF NFkB block; E = LRH-1 inv ag; F = SRC3 inh; G = C8 TRAIL sens; H = TROY signal inh; I = SRC2 inh; J = KKLEB tox; K = LMP1 NFkB inh
Compound: O=C(O)c1cc(C(=O)O)c(-c2ccccc2)c(C(=O)O)c1
  A: 1 | B: 9 | C: 2 | D: -3 | E: -5 | F: 10 | G: 1 | H: -4 | I: -11 | J: -3 | K: -3

Compound: NC(Cc1ccc(F)cc1)c1csc(Nc2nccc(C(F)(F)F)n2)n1 (stereo unspecified)
  A: 5 | B: -19 | C: 1 | D: -16 | E: 0 | F: 2 | G: 38 | H: 26 | I: -7 | J: -2 | K: .

Compound: CCN(CC)CCCNC(=O)Cn1cc2c(n1)CCC(C)C2 (stereo unspecified)
  A: -9 | B: 6 | C: 2 | D: 9 | E: -8 | F: 13 | G: -4 | H: -1 | I: 5 | J: 1 | K: 2

Compound: N/C(=N\OC(=O)COc1ccccc1)c1ccncc1
  A: -37 | B: -49 | C: -29 | D: 6 | E: -35 | F: -24 | G: 16 | H: -54 | I: -43 | J: -12 | K: -12

Compound: O=C(CCNC(=O)Cn1ccc2ccccc2c1=O)NCCN1CCc2ccccc2C1
  A: 15 | B: 7 | C: -9 | D: 3 | E: 14 | F: 13 | G: -2 | H: -6 | I: -17 | J: -5 | K: -4

Compound: COc1cc(/C=C/c2ccccc2)cc(OC)c1
  A: -27 | B: -43 | C: -14 | D: -5 | E: -26 | F: -16 | G: 5 | H: -58 | I: -49 | J: -3 | K: -13

Compound: COc1ccccc1-c1coc2c(CN3CCCCC3C)c(O)ccc2c1=O (stereo unspecified)
  A: 19 | B: -3 | C: -14 | D: -4 | E: -4 | F: -17 | G: -18 | H: 18 | I: 12 | J: 3 | K: 5

Compound: Cc1cc(N)nc(SCC(=O)N2C(C)CCCC2C)n1 (stereo unspecified)
  A: -4 | B: 1 | C: 10 | D: 14 | E: 2 | F: 9 | G: 1 | H: 7 | I: -9 | J: -20 | K: 4

Compound: CCCN1CCc2c(sc(NC(=O)Cc3ccc(F)cc3)c2C(N)=O)C1
  A: -5 | B: 8 | C: -28 | D: 9 | E: -19 | F: 5 | G: -25 | H: 6 | I: 31 | J: 3 | K: 3

Compound: Cc1cc(C)nc(SCc2ccc(C(=O)N/N=C/c3cccc(O)c3O)cc2)n1
  A: -17 | B: 24 | C: 5 | D: 45 | E: -6 | F: 66* | G: 40 | H: 1 | I: 33 | J: -24 | K: 52*

Compound: COc1ccccc1Nc1nc(NCCC(C)C)nc(N)c1[N+](=O)[O-]
  A: 9 | B: 3 | C: 12 | D: 40 | E: -1 | F: 17 | G: -6 | H: -15 | I: -13 | J: -6 | K: .

Compound: COc1ccccc1Sc1ccccc1/C=N/NC(N)=O
  A: 1 | B: -8 | C: 21 | D: -21 | E: 12 | F: 9 | G: 9 | H: 6 | I: -9 | J: 1 | K: -16

Compound: COCC1CCN(C(=O)c2cc(COc3cccc4cnccc34)on2)CC1
  A: 53* | B: 24 | C: 38 | D: 37 | E: 24 | F: 43 | G: 13 | H: 25 | I: 37 | J: 5 | K: 24

An excerpt from above with just NCOA1 inh, SRC2 inh and LRH-1 inv ag.
| smiles | NCOA1 inh | SRC2 inh | LRH-1 inv ag |
| --- | --- | --- | --- |
| Cc1cc(C)nc(SCc2ccc(C(=O)N/N=C/c3cccc(O)c3O)cc2)n1 | 24 | 33 | -6 |
| COc1ccccc1Sc1ccccc1/C=N/NC(N)=O | -8 | -9 | 12 |
| Cc1cc(N)nc(SCC(=O)N2C(C)CCCC2C)n1 (stereo unspecified) | 1 | -9 | 2 |
| COc1cc(/C=C/c2ccccc2)cc(OC)c1 | -43 | -49 | -26 |
| COc1ccccc1-c1coc2c(CN3CCCCC3C)c(O)ccc2c1=O (stereo unspecified) | -3 | 12 | -4 |
